Bioassay records: PubChem BioAssay, several laboratories
PPARg SRC-1 ag: agonists of human PPARgamma SRC-1 coactivator recruitment; AID 631; P37231; PPARgamma-SRC-1 coactivator recruitment biochemical assay; activation, % at 8 µM; hit rate 0.41% among 200,000; in the data active = activation above about 19%;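 note: 0% = DMSO and 100% = reference agonist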
PPARg SRC3 recr: PPARgamma-driven SRC-3 recruitment agonism; biochemical PPARgamma/SRC-3 coactivator recruitment assay; activation, % at 8 µM; hit rate 0.26% among 200,000; AID 731; in the data active = activation above about 23%;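 note: 0% = DMSO and 100% = reference agonist; some compounds past the cut are filed as inactive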
TNAP act hiacc: increases human TNAP activity under high phosphate acceptor concentration; purified TNAP, CDP-star luminescence, 1 M DEA, 30 min; hits give high values; 0 = EDTA background, 1 = DMSO-only activity; activation factor at 20 µM; 200,000 tested, under 10 active; AID 1136;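 active = activation factor at least 2 at 20 µM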
Target sequence (P05186 whole entry, looked up): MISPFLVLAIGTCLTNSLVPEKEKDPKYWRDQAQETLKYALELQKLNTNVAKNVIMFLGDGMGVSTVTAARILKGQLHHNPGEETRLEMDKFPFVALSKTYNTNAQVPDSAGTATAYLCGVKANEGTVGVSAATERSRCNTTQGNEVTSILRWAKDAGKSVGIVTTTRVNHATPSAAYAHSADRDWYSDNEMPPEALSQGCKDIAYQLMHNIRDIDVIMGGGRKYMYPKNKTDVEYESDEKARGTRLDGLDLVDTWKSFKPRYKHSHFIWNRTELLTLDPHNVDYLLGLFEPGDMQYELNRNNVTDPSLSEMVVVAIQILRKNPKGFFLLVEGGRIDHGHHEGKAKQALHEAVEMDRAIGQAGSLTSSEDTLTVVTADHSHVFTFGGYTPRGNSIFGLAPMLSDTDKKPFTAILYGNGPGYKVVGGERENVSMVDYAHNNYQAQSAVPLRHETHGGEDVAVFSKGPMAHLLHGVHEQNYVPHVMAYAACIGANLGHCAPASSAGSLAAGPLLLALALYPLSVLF
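Measured by: Luminescent substrate turnover signal | Test system: Human TNAP | Input: TNAP 1/800 final | Dosing: 20 µM single point | Schedule: 30 min, room temperature | Controls: EDTA wells as negative control, DMSO wells as positive control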
STAT3 inh: STAT3 signaling inhibition; U3A cells, IL-6 STAT3-luciferase reporter, luminescence; host cell line lacks STAT1; inhibition, % at 5.5 µM; hit rate 0.89% among 190,000;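 active = inhibition above the mean inhibition across all screened compounds plus 3 SD, cut at about 44% in these data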;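 note: 0% = DMSO only wells and 100% = 100 µM nifuroxazide control wells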
TR-FRET SRC-2 ct: TR-FRET artefact, counter-screen to PPARgamma/SRC-2 agonist assay; hits give high values; TR-FRET ratio at 8 µM; hit rate 0.4% among 200,000; in the data active = TR-FRET ratio above about 2000; note: inactives centre near 1500
ROMK primary: modulates human ROMK potassium channel activity | P48048 | Tet-inducible ROMK, thallium flux fluorescence; actives lie on both sides | B-score at 10 µM | hit rate 2% among 130,000;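 active = signal ratio slope over the read window, or its plate-corrected B-score, at least 3 SD from the plate mean, either direction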;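 note: B-score of the F/F0 ratio slope over 7 to 12 s after thallium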
Target sequence (P48048 whole entry, looked up): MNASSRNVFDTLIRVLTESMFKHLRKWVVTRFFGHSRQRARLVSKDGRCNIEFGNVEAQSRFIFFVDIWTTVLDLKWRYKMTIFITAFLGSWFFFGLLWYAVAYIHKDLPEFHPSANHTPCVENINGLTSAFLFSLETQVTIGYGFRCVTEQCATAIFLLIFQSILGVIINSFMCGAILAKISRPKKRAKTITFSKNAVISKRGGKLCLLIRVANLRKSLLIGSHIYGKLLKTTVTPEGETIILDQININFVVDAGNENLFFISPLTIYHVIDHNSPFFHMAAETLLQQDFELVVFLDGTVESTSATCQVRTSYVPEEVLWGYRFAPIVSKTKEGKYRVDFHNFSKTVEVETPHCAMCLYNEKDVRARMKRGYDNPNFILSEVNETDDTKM
STAT1 inh: STAT1 signaling inhibition. inhibition, % at 5.5 µM. hit rate 0.35% among 200,000. NIH 3T3 STAT1-luciferase reporter, IFN-gamma, luminescence;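 active = inhibition above a set limit, the mean inhibition across all tested compounds plus 3 SD, cut at about 34% in these data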;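 note: 0% = IFN-gamma with DMSO and 100% = IFN-gamma with 300 µM nifuroxazide; values of inactives mirror those of a sister screen read the other way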
PPARg SRC2 recr: PPARgamma-driven SRC-2 recruitment agonism | P37231 | PPARgamma LBD-SRC-2 recruitment, biochemical | activation, % at 8 µM | hit rate 0.34% among 200,000; in the data active = activation above about 22%;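 note: 0% = vehicle and 100% = reference agonist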
STAT3 activator: increases IL-6 driven STAT3 reporter signal; U3A cells, IL-6 STAT3-luciferase reporter, luminescence; 100% = signal with IL-6 EC80 alone; activation (% of control), % at 5.6 µM; hit rate 0.91% among 190,000; AID 871;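 active = activation above the screen-wide mean of compound activation plus 3 SD, cut at about 130% in these data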;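 note: 0% = background luminescence of wells with medium and substrate only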
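Material: STAT3-luciferase reporter U3A cells; Probe or stimulus: IL-6 (33 ng/mL); Incubation: compound pre-incubation 1 h before IL-6, then 6 h stimulation at 37 °C; Technique: luminescence from STAT3-driven luciferase reporter; Evaluation: % activation versus median of IL-6-stimulated wells; Controls: IL-6-only high control.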
bIAP inhibitor: blocks bovine intestinal alkaline phosphatase activity | purified bovine IAP, CDP-star luminescence, 30 min | inhibition, % at 20 µM | 190,000 tested, under 10 active | AID 1019;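 active = over 50% inhibition of intestinal alkaline phosphatase at 20 µM in the single-dose screen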
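System: purified bovine intestinal alkaline phosphatase (IAP) enzyme; Input: IAP diluted 1/65,000,000 in the well; Measured by: CDP-star luminescence signal; Compound dosing: 20 µM single dose; Incubation: 30 min reaction at room temperature.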
bIAP act: intestinal alkaline phosphatase (bovine) activation | purified bovine IAP, CDP-star luminescence, 30 min; hits give high values; fold of DMSO-control signal, blank-subtracted | activation factor at 20 µM | hit rate 0.17% among 200,000 | AID 1016;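 active = activation factor of 2 or more at 20 µM, a signal rise over negative controls twice the positive control's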
* = called active by the depositor; / = not tested or not shown.

SMILES	PPARg SRC-1 ag	PPARg SRC3 recr	TNAP act hiacc	STAT3 inh	TR-FRET SRC-2 ct	ROMK primary	STAT1 inh	PPARg SRC2 recr	STAT3 activator	bIAP inhibitor	bIAP act
COc1cc(OC)cc(C(=O)N[C@H](C(=O)OCC(=O)Nc2ccc(OC)c(OC)c2)C(C)C)c1	2.4	-1.0	1	-3.9	1621	-0.00485	-6.9	-3.8	109.4	-11.4	1.1
Cc1ccc(C(=O)NNC(=O)C2CCN(c3nccc(C)n3)CC2)cc1	6.7	4.2	1	5.2	1659	/	2.9	8.9	96.1	-14.4	1.1
COc1ccc(S(=O)(=O)NCc2ccccc2)cc1	3.9	3.2	1.1	0.6	1527	-1.01	5.0	9.2	99.8	46.4	0.5
O=C1CC(C(=O)O)c2ccccc2N1 (stereo unspecified)	10.9	-0.5	1	-8.4	1706	/	-0.6	5.5	109.8	-0.6	1
Cc1ccc(C2CC(c3ccc(C)cc3)n3nc(N)nc3N2)cc1 (stereo unspecified)	-3.1	4.7	1	12.0	1496	/	-6.8	0.0	94.4	6.8	0.9
COc1cccc(C(C(=O)NC2CCCC2)N(CC2CCCO2)C(=O)Cc2cccs2)c1 (stereo unspecified)	2.5	3.2	1.1	0.5	1661	-0.89	1.7	0.7	104.7	-6.2	1.1
Cc1nnsc1C(=O)N/N=C/c1cccc(C(F)(F)F)c1	8.4	8.8	1	17.8	1615	-0.0156	-18.4	4.9	87.1	-7.1	1.1
CC(=O)CCc1c(C)nc2ccc(C(=O)O)cc2c1Cl	-7.5	-2.3	1	6.6	1298	/	0.6	0.2	95.2	3.1	1
CCC12CN3CC(CC)(CN(C1)C3c1ccc(OC(C)C)cc1)C2=O (stereo unspecified)	1.8	3.0	1	6.4	1501	/	-8.8	-3.4	96.3	6.7	0.9
Cc1ccc2oc(-c3ccc(NC(=O)c4ccncc4)cc3O)nc2c1	14.4	-4.1	1	11.8	1588	0.0549	-14.7	13.6	91.6	-4.5	1
O=C(Cc1ccc(Cl)cc1)Nc1ccc(SC(F)F)cc1	-1.1	0.6	1	3.4	1779	-0.0881	-12.7	0.5	100.4	9.4	0.9
CC(=O)c1ccc(N2CCN(C(=S)Nc3ccccc3)CC2)cc1	-2.2	-13.8	1	8.3	1365	/	-5.6	-1.8	95.5	30.4	0.7
O=C(N/N=C\c1ccccc1)c1ccccc1-n1cccc1	0.9	3.3	1.1	-14.8	1774	-0.34	-1.0	2.8	113.7	-0.8	1
Cc1ccccc1-c1nc(CN2CCC(C(=O)NCCCN3CCOCC3)CC2)c(C)o1	-1.6	-6.2	1.1	1.6	1221	/	3.1	-3.8	100.3	-35.8	1.4
COc1cc(C2N(c3ccc(Cl)cc3)C(=O)C3CCCN32)cc(OC)c1OC (stereo unspecified)	7.6	0.1	1.1	11.2	1618	/	-0.6	-5.6	97.7	2.7	1
COc1ccccc1N1CCN(C(=O)c2cc(C3CC3)on2)CC1	3.3	15.8	0.9	-3.9	1453	/	-4.9	5.1	107.7	1.9	1
O=C(C1CCCO1)N1CCN(c2c3c(nc4cc(-c5ccc(F)cc5)nn24)CCC3)CC1 (stereo unspecified)	0.0	-11.1	1	-31.2	1542	/	1.6	2.3	136.5*	-0.9	1
Cc1ccsc1-c1nc(C(N)=O)c2[nH]c(=O)n(-c3ccc(Cl)cc3)c2n1	-0.1	-0.3	1	-3.4	1527	-1.59	-4.6	-2.3	102.8	20.0	0.8
Cc1ccc(C2CC(=O)NC(SCC(=O)Nc3nccs3)=C2C#N)cc1 (stereo unspecified)	3.8	5.7	1	5.5	1569	/	-0.8	3.0	99.3	-11.5	1.1
COc1ccc(-c2cc(C#N)nc(N3CCN(C)CC3)n2)cc1	0.7	0.3	1	-2.4	1566	-1.14	-6.0	-7.8	105.5	1.5	1
CCOC(=O)c1ccc(NC(=O)C2CCN(C(=O)c3ccc(OC)c(OC)c3)CC2)cc1	-4.9	1.1	1.1	24.3	1546	/	5.4	-13.0	82.6	-6.8	1.1
NC(=O)CSc1nnc(Cn2c(=O)sc3ccccc32)n1-c1ccccc1	-2.4	-1.2	1	-6.3	1480	/	-7.4	0.2	105.3	11.2	0.9
CC(C)CCNC(=O)CN(CCN1CCOCC1)C(=O)Cn1nnc(-c2ccc(F)cc2)n1	9.8	5.7	1.1	3.7	1596	-0.882	3.2	9.1	100.1	-5.3	1.1
COc1ccccc1N1CCN(C(=O)CSc2nnc(NC(=O)C3CCC3)s2)CC1	1.1	0.4	1.1	2.4	1650	/	6.6	1.0	100.4	0.8	1
COc1ccc(Nc2nc(N)nc(CSCCO)n2)cc1	-0.6	5.2	1	-5.5	1642	2.06	-17.6	3.2	104.5	17.2	0.8
SMILES	PPARg SRC-1 ag	PPARg SRC3 recr	TNAP act hiacc	STAT3 inh	TR-FRET SRC-2 ct	ROMK primary	STAT1 inh	PPARg SRC2 recr	STAT3 activator	bIAP inhibitor	bIAP act
CCC(=O)NC(=S)Nc1ccc(S(=O)(=O)N2CCN(C)CC2)cc1	-7.7	-4.3	1	4.7	1451	/	-2.4	-4.5	98.4	5.9	0.9
Cc1ccc(C(c2sc3nc(C)nn3c2O)N2CCOCC2)cc1 (stereo unspecified)	12.5	0.6	1	1.3	1661	0.125	-4.8	4.7	100.5	2.8	1
O=C(Nc1sc2c(c1C(=O)O)CCCCC2)c1ccccc1F	10.4	1.6	1	-3.0	1609	0.896	-26.6	1.8	104.3	-5.1	1.1
Cc1c(Cl)c([N+](=O)[O-])nn1CC(=O)Nc1c(C)n(C)n(-c2ccccc2)c1=O	-6.2	5.9	1	4.6	1477	/	2.7	2.6	97.5	0.7	1
O=C(COC(=O)c1ccccc1C(=O)c1ccc(Cl)c([N+](=O)[O-])c1)NC1CC1	-1.2	1.8	1	18.3	1536	-0.417	16.1	-5.7	86.7	-1.7	1
Cc1ccc2[nH]c(=O)c(C(c3nnnn3CC3CCCO3)N3CCc4ccccc4C3)cc2c1 (stereo unspecified)	5.1	-1.1	1	-6.3	1549	-1.61	18.7	-4.8	107.7	3.6	1
Cc1cc(OC(=O)CNC(=O)OC(C)(C)C)c2c(C)cc(=O)oc2c1	6.5	11.6	1	9.0	1523	-0.56	14.6	11.0	94.5	-3.8	1
CCCc1n(CC(O)COCc2ccccc2)c2ccccc2[n+]1C (stereo unspecified)	12.7	0.5	1.1	4.5	1841	-0.0828	9.0	9.6	97.7	-5.5	1.1
CN(c1ccccc1)S(=O)(=O)c1cccc(C(=O)Nc2nccs2)c1	3.0	-1.8	1	5.1	1555	-0.984	-7.1	-7.4	100.1	-10.9	1.1
Cc1cccn2c(=O)c3cc(C#N)c(=N)n(Cc4ccncc4)c3nc12	3.0	-4.2	1	1.6	1600	/	5.7	-1.3	104.2	45.7	0.5
CC(=O)Oc1ccc(C(=O)Nc2ccc3c(c2)C(=O)N(CCC(=O)O)C3=O)cc1	2.9	-3.5	1	8.8	1606	/	5.4	-2.1	95.5	5.3	0.9
Cc1[nH]n(-c2ccccc2)c(=O)c1/C=N/N1C(=O)c2ccc3c4c(ccc(c24)C1=O)CC3	1.1	1.1	1	9.0	1619	/	-8.2	0.8	94.6	-3.7	1
COc1ccc(C2SCC(C(=O)O)N2C(C)=O)cc1OC (stereo unspecified)	1.9	3.5	1	10.9	1552	/	3.6	-0.8	95.2	-2.9	1
CC(C)c1ccc(C(CC(=O)c2ccc(Cl)cc2)C(=O)O)cc1 (stereo unspecified)	7.1	8.8	1	12.1	1616	/	2.5	9.4	94.8	4.4	1
CC(=O)N1CCc2cc(C(=O)CN3CCCN(Cc4ccc(F)cc4)C3)ccc21	-4.4	3.6	1	7.6	1675	/	11.3	-0.9	101.1	3.6	1
Nc1nc(C2CCCN2S(=O)(=O)c2ccc(Cl)cc2)cs1 (stereo unspecified)	20.7*	5.3	1.1	7.2	1686	0.31	-1.4	7.2	96.0	13.3	0.9
Cc1cc(C(F)(F)F)nc(-n2cc(-c3cccc(N)c3)nn2)n1	10.4	6.1	1	24.6	1686	1.54	-6.9	4.9	87.0	1.5	1
Cc1sc2nc(-c3ccccn3)[nH]c(=O)c2c1-c1ccccc1	3.7	-1.0	1	17.2	1544	-0.866	-21.2	8.8	88.9	-77.5	1.8
Cc1cc(NC(=O)c2cc(-c3ccc4c(c3)OCO4)on2)n(-c2ccccc2)n1	-0.5	-4.2	1	-7.0	1338	0.167	-3.4	-0.1	106.6	-3.9	1
COc1ccc(CN2CCC(C(=O)N3CCCC(C)C3)CC2)cc1OC (stereo unspecified)	-2.5	3.2	1.1	-1.6	1367	-0.503	-3.5	-0.6	108.1	-13.6	1.1
CCCN(CCC)S(=O)(=O)c1ccc(C(=O)N2CCOCC2)cc1	3.1	3.1	1	0.1	1689	0.0254	3.4	-2.2	100.0	-0.8	1
Cc1nn(CC(=O)O)c(=O)c2ccccc12	1.8	6.2	1	-3.2	1546	-1.05	-3.1	9.3	106.7	1.1	1
CCc1ccc(/C(C)=N\Nc2ccc([N+](=O)[O-])cc2)cc1	-0.2	9.9	0.9	5.1	1479	/	-5.5	-1.1	104.4	16.6	0.8
O=C(O)c1cc(Cl)c(Cl)cc1C(=O)Nc1cccc2ncccc12	-2.0	3.4	1	-18.1	1636	/	2.2	-0.9	118.8	46.8	0.5
C/C(=N\NC(=O)c1ccc(Cl)c(Cl)c1)c1cccc(NC(=O)C(C)C)c1	7.4	19.4	1	19.2	1668	/	0.8	3.7	87.9	5.3	0.9
COc1ccc(CNC(=O)c2cc(-c3ccncc3)nc3c(C)cc(C)cc23)cc1OC	-2.9	0.5	1	0.0	1301	0.306	-7.4	-0.8	104.1	-10.4	1.1
CC(=O)Nc1ccc(-c2csc(NC=C3C(=O)OC(C)(C)OC3=O)n2)cc1	3.3	6.0	1	20.3	1599	-0.00251	1.6	9.8	90.5	3.1	1
O=C(CNC(=O)c1ccc(-c2ccccc2)cc1)OCc1c(F)cccc1Cl	-7.2	-3.3	1	16.9	1215	0.729	-6.0	-11.1	91.9	-3.0	1
CCCOc1ccc(NC(=O)C(=O)NCCCn2ccnc2)cc1	4.0	4.3	1	0.2	1682	/	4.4	9.6	98.6	15.4	0.8

Another view of 4 compounds above.
Structure | PPARg SRC-1 ag | PPARg SRC3 recr | TNAP act hiacc | STAT3 inh | TR-FRET SRC-2 ct | ROMK primary | STAT1 inh | PPARg SRC2 recr | STAT3 activator | bIAP inhibitor | bIAP act
Cc1nn(CC(=O)O)c(=O)c2ccccc12 | 1.8 | 6.2 | 1 | -3.2 | 1546 | -1.05 | -3.1 | 9.3 | 106.7 | 1.1 | 1
CCc1ccc(/C(C)=N\Nc2ccc([N+](=O)[O-])cc2)cc1 | -0.2 | 9.9 | 0.9 | 5.1 | 1479 | / | -5.5 | -1.1 | 104.4 | 16.6 | 0.8
O=C(O)c1cc(Cl)c(Cl)cc1C(=O)Nc1cccc2ncccc12 | -2.0 | 3.4 | 1 | -18.1 | 1636 | / | 2.2 | -0.9 | 118.8 | 46.8 | 0.5
C/C(=N\NC(=O)c1ccc(Cl)c(Cl)c1)c1cccc(NC(=O)C(C)C)c1 | 7.4 | 19.4 | 1 | 19.2 | 1668 | / | 0.8 | 3.7 | 87.9 | 5.3 | 0.9
